Screening results (PubChem BioAssay)
MT stabilizer – stabilizes microtubules in HeLa cells | % tubulin-high responders, % at 10 µM | actives 0.83% (n = 200,000) | HeLa tubulin immunostaining HCS, 24 h; share of cells brighter than vehicle mean+2SD;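 active = plate Z-score above 3 for both tubulin-high and condensed-nucleus cell shares, with cell loss under 80%, at 10 µM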;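 note: anti alpha tubulin signal scored within the nucleus-defined area of each cell; some results filed as inactive read as strong as hits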
Hep lipid drop – modulators of hepatic lipid droplet formation; AML12 mouse hepatocytes, oleate lipid droplets, BODIPY imaging; inhibition, % at 6.5 µM; actives 0.4% (n = 240,000);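 active = lipid droplet intensity inhibited by at least 50%, with more than 500 cells counted; inconclusive = wells with under 300 cells, treated as cytotoxic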
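Technique: fluorescence imaging, 20x objective, two fields per well / Assay system: AML12 hepatocytes (mouse) / Measure: % inhibition of lipid droplet signal / Doses: 6.5 µM single-point dosing / Incubation: overnight exposure / Reagent: 100 µM oleic acid challenge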
WT yeast gro inh – growth inhibition of WT yeast, mitochondrial fusion screen | inhibition, % at 10 µM | mitochondrial fusion phenotypic screen, WT strain | actives 2.1% (n = 190,000); in the data active = inhibition above about 58%; tested in S. cerevisiae
Myeloid diff MLP – myeloid differentiation induction. actives 1% (n = 360,000). calls only at 10 µM. ER-HoxA9 myeloid progenitors, lysozyme-GFP differentiation, flow cytometry. AID 624256;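 active = normalized GFP-positive differentiation at or above the plate's own cutoff, the solvent-only control mean plus 3 SD; inconclusive = no clear call, values can overlap the other calls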;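 note: cells exposed to compound for four days before flow analysis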
T cell HTS – T cell immune modulation candidate | calls only at 7 µM | 2C CD8+ T cell-vesicle binding, flow cytometry; hits give low values | AID 2052 | actives 0.068% (n = 330,000);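 active = response, share of CD8 T cells binding vesicles, and their 90th percentile fluorescence all below set limits, cut at about 80% in these data, passing the limit was not always enough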
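incubation = binding step 1.5 h, 37 °C, antibody labelling 20 min, ice | test system = 2C mouse CD8+ T cells | read-out basis = percent CD8+ FL2 mean versus row control | controls = Peptide-free naked vesicles (low) and QL9 vesicles with 0.7% DMSO vehicle (high) | detection = flow cytometry of vesicle-bound cells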
b-catenin transl – beta-catenin nuclear translocation modulation; HeLa beta-catenin nuclear translocation, immunofluorescence imaging; actives 0.3% (n = 190,000); nuclear translocation activity, % at 5 µM; AID 1665;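 active = nuclear translocation activity above 50% at 5 µM, with a well cell count of 50 or more; inconclusive = wells under 50 cells across six images, flagged as toxic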;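 note: per-cell ratio of nuclear to cytoplasmic median beta-catenin stain intensity; plate controls were DMSO negative control for no effect and GSK-3 inhibitor IX positive control for full effect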
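Test system: human HeLa cell line; Doses: 5 µM primary, 0.02–20 µM confirmation; Incubation: 24 h compound exposure, 37°C; Detection: beta-catenin immunofluorescence imaging with DAPI; Read-out: beta-catenin nuclear/cytoplasmic ratio, % activation.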
Insulin prom up – MIN6 insulin promoter up-regulation. AID 1625. actives 0.3% (n = 190,000). MIN6 insulin promoter-GFP reporter, high-content imaging; hits give high values. z-score at 5 µM;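 active = z-score above 3 at 5 µM with at least 500 cells counted in the well; inconclusive = wells under 500 cells, flagged as cytotoxic or low count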
West Nile virus CPE – inhibition of WNV-induced cytopathic effect – cell-based, CPE readout (AID 1621); West Nile virus-infected cells, CPE inhibition; higher % means a stronger effect; CPE inhibition, % at 10 µM, or IC50 in µM where a hit was titrated; actives 0.02% (n = 290,000); in the data active = a potency from the dose series; inconclusive = CPE inhibition mostly from about 3.7% at the one dose, without a potency; inactive = the rest, 99 in 100 with CPE inhibition below about 2.2%; note: strong numbers were not always called active
Autophagy HCS – modulators of autophagy; MEF GFP-LC3 puncta imaging; test concentration mostly 10 µM; calls only at 10 µM (by protocol); actives 0.98% (n = 190,000); AID 463193;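 active = percentage of spot-positive cells more than 3 SD above its plate mean, without a fluorescence outlier flag or 80% toxicity; inconclusive = no clear call, values can overlap the other calls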;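 note: spot-positive cell cutoff set from DMSO-treated cells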
WT yeast gro inh mutant strain – second read-out of WT yeast gro inh, no call of its own (marks repeat the call); inhibition, %; mitochondrial fusion phenotypic screen, mutant strain inhibition
Insulin prom up cell count – further read-out of Insulin prom up, marked with its call; cell count; measured here: cytotoxicity, nuclei count;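 total cells summed across four imaged fields per well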
Hep lipid drop cells 6.5 µM – also measured in Hep lipid drop; calls as there; cell count; measured here: cell count, cytotoxicity flag;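 cells counted across two imaged fields per well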
b-catenin transl cell count 5 µM – recorded beside b-catenin transl, whose call it bears; cell count; measured here: cell count, cytotoxicity flag
T cell HTS vesicle-bound % – further read-out of T cell HTS, marked with its call; double positive events, %; measured here: CD8+ vesicle-bound cell fraction;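 binding gate set so that unloaded-vesicle control wells show 10% double positive cells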
MT stabilizer Hoechst-high % – recorded beside MT stabilizer, whose call it bears; % Hoechst-high responders; measured here: nuclear condensation Hoechst responders;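 share of cells brighter than vehicle mean plus two SD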
MT stabilizer cytotoxicity % – also measured in MT stabilizer; calls as there; toxicity, %; measured here: cytotoxicity by cell density;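 0% = mean cell density of plate MIN control wells and 100% = no cells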
Autophagy HCS cell loss 18 h – recorded beside Autophagy HCS, whose call it bears; toxicity, %; measured here: cell loss, nuclei count;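 cell loss after 18 h compound exposure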
Myeloid diff MLP GFP+ MAC1+ % – recorded beside Myeloid diff MLP, whose call it bears; GFP+ MAC1+ double positive, %; measured here: differentiation confirmed by MAC1 staining
* marks the source's active call; other numbers are inactive results; i = inactive; u = inconclusive; x = no result given.

SMILES	MT stabilizer	MT stabilizer Hoechst-high %	MT stabilizer cytotoxicity %	Hep lipid drop	Hep lipid drop cells 6.5 µM	WT yeast gro inh	WT yeast gro inh mutant strain	Myeloid diff MLP	Myeloid diff MLP GFP+ MAC1+ %	T cell HTS	T cell HTS vesicle-bound %	b-catenin transl	b-catenin transl cell count 5 µM	Insulin prom up	Insulin prom up cell count	West Nile virus CPE	Autophagy HCS	Autophagy HCS cell loss 18 h
Cc1nc(C)c(CCNC(=O)c2ccc(C(F)(F)F)cc2)s1	2.8	3.7	6.7	-94.0	664	4.1	-2.5	i	1.0	i	24.7	-0.3	1118	0.02	1383	-0.7%	i	0.9
O=c1cc(CSc2ccccc2)nc(-c2ccncc2)[nH]1	8.0	2.9	9.5	2.4	705	-4.5	9.2	i	0.1	i	51.4	0.1	1030	-0.49	1157	0.7%	i	8.1
CCOc1ccc(-n2c(=O)c3c4c(sc3n(CC(=O)NCC3CCCO3)c2=O)CCC4)cc1 (stereo unspecified)	1.5	1.8	6.4	12.7	685	12.3	1.9	i	0.6	i	39.3	-2.7	1098	x	x	x	i	16.0
CCOC(=O)Cn1nnc(-c2ccccc2)n1	3.3	1.9	3.7	2.8	770	9.3	15.4	i	0.9	i	34.6	-3.5	1156	0.66	1206	0.2%	i	10.9
Cc1ccc(-n2c(SCC(=O)NC3CCS(=O)(=O)C3)nc3ccccc3c2=O)cc1 (stereo unspecified)	0.1	2.2	8.9	25.2	706	4.4	6.9	i	0.4	i	45.9	-1.1	1139	-0.22	1302	-0.3%	i	-3.4
O=C(Nc1ccc(Cl)cc1N1CCOCC1)C1CCCCC1	x	x	x	-6.3	767	x	x	i	1.1	i	43.3	x	x	x	x	0.1%	x	x
CC(=O)c1ccc(C(=O)N2CCCC(Nc3ccc(C(C)C)cc3)C2)s1 (stereo unspecified)	x	x	x	-3.1	709	x	x	i	3.1	i	25.8	x	x	x	x	-0.6%	x	x
Cc1ccc(-n2c(=O)c3sccc3n(CC(=O)NCc3ccco3)c2=O)cc1F	2.7	1.7	4.4	x	x	-15.3	-9.6	i	1.6	i	49.1	x	x	x	x	1.1%	i	12.5
Cc1occc1-c1nnc(SCC(=O)N2CCOCC2)n1CCc1ccccc1	5.6	3.9	8.7	17.3	730	7.5	3.8	i	0.5	i	46.4	-1.8	1034	-0.22	1997	-0.5%	i	1.3
O=C(NCc1nnc(SCC(=O)N2CCCC2)o1)c1ccccc1F	0.9	1.4	8.4	-3.0	781	-15.0	15.4	i	0.9	i	31.6	-0.5	896	0.14	910	-0.6%	i	12.6
COc1ccc(OCc2cc(C(=O)N3C[C@@H](C)O[C@@H](C)C3)no2)c(Cl)c1	x	x	x	-11.4	587	x	x	i	0.7	i	16.3	x	x	x	x	-0.3%	x	x
Cc1c(Cl)cccc1NC(=S)NC(=O)CCN1C(=O)c2ccccc2C1=O	6.3	3.0	12.0	-16.2	614	6.4	-12.3	i	0.3	i	54.1	-2.7	1091	0.07	1285	-0.4%	i	-2.6
O=c1[nH]cnc2sc3c(c12)CN(Cc1ccccc1)CC3	x	x	x	-0.9	809	x	x	i	0.4	i	24.3	x	x	x	x	-0.8%	x	x
CC(C)Nc1nc(NC(N)=S)nc(NC(C)(C)C)n1	2.7	1.9	8.0	-0.5	733	16.8	4.3	i	0.9	i	46.5	-1.4	970	-0.7	1711	-0.8%	i	9.3
Nc1ccccc1C#CCCCCO	2.9	2.3	11.0	26.4	774	-5.6	-18.4	i	2.1	x	x	-3.3	427	0.99	1177	0.2%	i	-2.4
CC(=O)NCC(=O)OCC(=O)N1c2ccccc2Sc2ccccc21	2.2	2.7	7.5	6.3	711	-22.0	7.8	i	0.3	i	36.1	-0.6	1054	0.68	1134	0.1%	i	-0.4
O=C(O)COc1ccccc1/C=N/NC(=O)CSc1nnc(SCc2cccc3ccccc23)s1	x	x	x	-67.4	387	x	x	i	0.5	i	27.7	-0.7	1329	x	x	0.5%	x	x
Cc1cn(S(=O)(=O)c2ccc(Br)c3ccccc23)cn1	4.5	2.7	8.1	4.2	653	-18.7	11.6	x	x	i	22.2	1.5	1067	-4.36	721	-0.9%	i	6.5
CCOc1cc(C=O)cc(Br)c1OCC(=O)NCCc1ccccc1	1.8	1.8	1.6	-11.8	664	10.1	3.1	i	0.4	i	49.3	0.5	1014	0.15	1536	0.6%	i	-6.4
NS(=O)(=O)c1cccc(NC(=O)CN2CCN(Cc3ccc4c(c3)OCO4)CC2)c1	3.1	1.8	5.2	24.8	712	-12.6	-4.1	i	0.9	i	38.7	-1.4	971	0.38	1428	0.3%	i	3.3
COc1ccc(N2C(=O)/C(=C\c3ccco3)N=C2SCC(=O)N(C(C)C)C(C)C)cc1Cl	2.8	2.6	10.8	-51.3	604	12.5	-22.2	i	1.6	i	6.1	-2.8	948	-0.21	1214	-1.7%	i	10.3
CCCCCC1CC(/C(C)=N/NC(N)=O)OC1=O (stereo unspecified)	2.1	1.7	6.7	10.3	845	-6.3	4.5	i	0.5	i	20.7	x	x	0.76	1100	0.2%	i	-11.0
O=C(NCc1ccccc1)C(=O)NCC1OCCN1C(=O)c1cccs1 (stereo unspecified)	2.3	2.1	7.0	-14.8	702	-11.2	-3.2	i	0.9	i	59.0	-0.4	1110	0.03	1533	-0.1%	i	-12.0
COc1ccc(C)cc1NC(=O)c1nnn(Cc2cccc(F)c2)c1N	3.7	1.4	6.7	-30.3	679	18.5	2.8	i	2.2	i	45.4	2.2	1241	-2.31	702	-0.2%	x	x
Cc1ccccc1C(C(=O)NCc1ccccc1)N(Cc1ccco1)C(=O)c1ccccn1 (stereo unspecified)	3.7	1.2	6.0	x	x	-7.9	0.8	i	1.1	i	52.6	-1.2	1347	0.1	1547	1.1%	i	1.0
Cc1ccc(NC(=O)CN2C(=O)/C(=C3\SC(=S)N(C4CCS(=O)(=O)C4)C3=O)c3ccccc32)cc1 (stereo unspecified)	8.2	1.2	9.0	0.2	688	15.1	5.1	i	0.4	x	x	0.5	1251	-0.24	1483	0.2%	i	3.3
O=C(COC(=O)c1ccccc1C(=O)c1ccccc1)NCCc1ccc(Cl)cc1Cl	2.5	1.4	0.1	-5.9	692	43.6	16.9	i	1.2	i	39.1	2.8	1194	-0.35	1447	-0.6%	i	19.1
CCCCN(CCCC)S(=O)(=O)c1ccc(NC(=O)c2cccs2)cc1	2.7	1.4	8.4	-10.2	682	-2.6	6.5	i	7.0	i	44.2	x	x	-0.63	828	-1.8%	i	-8.7
CN(c1nc2c(c(=O)n(C)c(=O)n2C)n1CC(=O)c1ccccc1)C1CCCCC1	2.7	2.5	9.7	x	x	5.4	15.2	i	1.2	i	40.0	-5.5	1009	-0.75	1207	0.1%	i	11.9
O=C1N/C(=C/c2cccs2)C(=O)N1Cc1ccccc1F	1.5	3.7	3.7	3.4	695	-0.7	-10.1	i	0.1	i	63.7	-5.2	1085	0.47	1584	1.9%	i	-10.6
O=C(Nc1cccc([N+](=O)[O-])c1)c1ccc2nsnc2c1	x	x	x	-7.3	707	x	x	i	2.3	i	24.3	x	x	x	x	-0.1%	x	x
O=C(CN1CCN(Cc2cccc(Cl)c2)C1=O)NCc1cccs1	2.1	2.5	8.6	-28.4	729	-0.7	7.4	i	0.3	i	32.3	-1.5	1116	2.5	1197	-0.7%	i	-37.6
CCC(NC(=O)c1ccccc1NC(=O)c1ccco1)C(=O)NC1CCCCC1 (stereo unspecified)	5.2	2.7	5.4	x	x	1.8	4.1	i	1.2	i	25.8	7.1	1413	-1.38	906	x	i	3.8
Cc1ccc(NS(=O)(=O)c2ccc(-c3cnc(C4CC4)o3)cc2)cc1	x	x	x	7.2	754	x	x	u	x	i	24.8	x	x	x	x	0.8%	x	x
CC(=O)NC1(c2ccccc2)CCN(Cc2nnnn2C(C)(C)C)CC1	2.9	2.4	3.0	7.6	767	5.2	-2.5	i	0.3	i	42.3	4.2	1100	0.04	1137	0.4%	i	-3.9
COCCNC(=O)CN(C(=O)Cn1nnc2ccccc21)c1ccc(F)c(Cl)c1	1.6	2.5	7.9	-4.0	649	-10.8	16.0	i	1.5	i	26.8	-2.2	1090	0.59	903	0.1%	i	-5.5
C/C(=N\Nc1nc(C)cc(C)n1)c1ccc(C)o1	x	x	x	0.8	650	x	x	i	0.2	i	10.6	1.7	1224	0.92	966	1.3%	x	x
CCOC(=O)c1sc(=S)n(-c2cccc(OC)c2)c1N	3.4	1.1	3.0	x	x	-9.5	-10.9	i	3.8	i	9.4	2.0	1310	-1.33	1602	-0.5%	i	1.9

Two of the compounds above, as a markdown table.
| SMILES | MT stabilizer | MT stabilizer Hoechst-high % | MT stabilizer cytotoxicity % | Hep lipid drop | Hep lipid drop cells 6.5 µM | WT yeast gro inh | WT yeast gro inh mutant strain | Myeloid diff MLP | Myeloid diff MLP GFP+ MAC1+ % | T cell HTS | T cell HTS vesicle-bound % | b-catenin transl | b-catenin transl cell count 5 µM | Insulin prom up | Insulin prom up cell count | West Nile virus CPE | Autophagy HCS | Autophagy HCS cell loss 18 h |
| --- | --- | --- | --- | --- | --- | --- | --- | --- | --- | --- | --- | --- | --- | --- | --- | --- | --- | --- |
| CCCCN(CCCC)S(=O)(=O)c1ccc(NC(=O)c2cccs2)cc1 | 2.7 | 1.4 | 8.4 | -10.2 | 682 | -2.6 | 6.5 | i | 7.0 | i | 44.2 | x | x | -0.63 | 828 | -1.8% | i | -8.7 |
| CCCCCC1CC(/C(C)=N/NC(N)=O)OC1=O (stereo unspecified) | 2.1 | 1.7 | 6.7 | 10.3 | 845 | -6.3 | 4.5 | i | 0.5 | i | 20.7 | x | x | 0.76 | 1100 | 0.2% | i | -11.0 |
